WRN inhibitor: blocks human WRN helicase; Q14191; WRN helicase unwinding, fluorescent forked duplex, kinetic; Potency, µM (doses to about 114 µM), inactives show top-dose activity change, negative = inhibition, actives largely listed as inhibitors; hit rate 0.46% among 360,000; also: potency is read from the fitted curve at half-maximal effect; % is scaled to controls: 0 for no effect and ±100 for the full control effect; nearly all actives have a fitted effect of over 55% in size
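Fluorescence dequenching readout, ex 525 nm/em 598 nm, kinetic mode: forked duplex DNA (100 nM final) with adjacent fluorophore and quencher unwound by WRN (20 nM final) with 2 mM ATP. Compound preincubation 15 min, room temperature.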
FUS suppressor: FUS proteinopathy suppression in yeast | S. cerevisiae FUS-expressing, growth rescue, OD600, 24 h | Potency, µM (series often up to 76.6 µM), for the others: at the top dose growth rescue (activation), actives largely listed as activators | hit rate 0.24% among 390,000 | AID 1347120;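 also: potency is read from the fitted curve at half-maximal effect; plate controls were DMSO vehicle for no effect and reference control for full effect; nearly all actives have a fitted effect of over 55% in size; some results filed as inactive show a strong effect at the top dose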
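S. cerevisiae expressing FUS from galactose induction served as the toxicity model. Growth after 24hr at 30C, read as absorbance at 600 nm, indicates suppression of toxicity; compounds dosed at several concentrations.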
IL-2 act: activates IL-2 in a cell-based reporter assay. IL-2 activation reporter assay, cell-based qHTS; stimulated with anti-CD3/CD4/CD28 beads; in transgenic mouse T cells. activation, % (series mostly up to about 46 µM). hit rate 0.065% among 360,000. AID 652025; in the data active = activation above about 50%; inconclusive = mostly about 30% to 49%; also: 0% is about no effect
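Unstimulated transgenic mouse T cells preincubated 60 min with compound, then stimulated with anti-CD3/anti-CD4-coated beads plus anti-CD28 for 18 h at 37 degrees C. IL-2 response read as EGFP and DsRed fluorescence by plate cytometry.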
EPAC1 agonist: agonists of human EPAC1. hit rate 0.073% among 360,000. Potency, µM (titrated, usually from 154 µM), for the others: top-dose activation, hits mostly activators. AID 720707. O95398. EPAC1 agonist qHTS, biochemical assay; response scale: 100% = response to 6.5 mM cAMP; also: potency is read from the fitted curve at half-maximal effect; nearly all actives have a fitted effect of over 60% in size
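Nucleotide exchange by EPAC1 (100 nM) on Rap1B–BODIPY-GDP (250 nM) in the presence of 50 uM GDP is tracked fluorescently at 480/540 nm over 30 min. Signals are normalized to a 6.5 mM cAMP control.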
EPAC1 antag: antagonists of human EPAC1 | Potency, µM (top dose mostly 115 µM), inactives show top-dose activity change, negative = inhibition, hits mostly inhibitors | O95398 | hit rate 0.14% among 360,000 | EPAC1 GEF assay, Rap1b-BODIPY-GDP exchange fluorescence;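 also: potency is read from the fitted curve at half-maximal effect; plate controls were vehicle for no effect and positive control for full effect; nearly all actives have a fitted effect of over 50% in size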
Abeta rescue: restores growth of yeast expressing A-beta42 peptide; yeast expressing A-beta42, growth rescue, OD600, 48 h; response scale: 0% DMSO, 100% iron-clioquinol control; Potency, µM (doses to about 46.1 µM), inactives show top-dose growth rescue, actives largely listed as activators; hit rate 0.063% among 410,000; also: potency is read from the fitted curve at half-maximal effect; nearly all actives have a fitted effect of over 55% in size
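Yeast growth medium received pinned compounds, then yeast cells expressing toxic A-beta were added; plates incubated at 30 C for 48 hr. Growth read as absorbance at 600 nm, normalized to DMSO and equimolar FeCl3 plus clioquinol controls.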
PI5P4K alpha inh: blocks human PI5P4K alpha kinase activity. P48426. PI5P4Kalpha enzyme, ADP-Glo luminescence, 60 min; active compounds read low. max response, %. hit rate 1.2% among 330,000; active = max response of -50% or lower; inconclusive = between -30% and -50%; inactive = -30% or higher; also: value at the top dose of about 77 µM; % is scaled to controls: 0 for no effect and ±100 for the full control effect
Target sequence (P48426 whole entry, looked up): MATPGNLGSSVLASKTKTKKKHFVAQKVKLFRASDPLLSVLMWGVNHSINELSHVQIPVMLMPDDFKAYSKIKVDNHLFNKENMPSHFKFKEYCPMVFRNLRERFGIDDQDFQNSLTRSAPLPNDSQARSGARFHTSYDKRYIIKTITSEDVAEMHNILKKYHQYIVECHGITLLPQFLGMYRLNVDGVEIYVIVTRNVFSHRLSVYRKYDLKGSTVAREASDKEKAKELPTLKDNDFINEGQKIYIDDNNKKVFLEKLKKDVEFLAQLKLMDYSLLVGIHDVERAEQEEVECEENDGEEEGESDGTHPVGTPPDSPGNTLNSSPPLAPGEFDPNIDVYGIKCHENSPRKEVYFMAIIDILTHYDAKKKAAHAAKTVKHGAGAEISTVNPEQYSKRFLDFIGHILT
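Enzyme plus substrate dispensed, test compounds pinned in, then ATP (5 microM final) added. After 60 min at RT, ADP-Glo reagent 1 for 45 min and reagent 2 for 30 min preceded luminescence imaging.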
PLK1 PBD inh: blocks phosphopeptide binding to human PLK1 polo-box domain; P53350; Plk1 PBD binding of FITC phosphopeptide, fluorescence polarization; Potency, µM, for the others: max response, negative = inhibition, most hits filed as inhibitors; hit rate 2.8% among 360,000; AID 720504; also: potency is read from the fitted curve at half-maximal effect; series mostly up to about 57 µM; % is scaled to controls: 0 for no effect and ±100 for the full control effect; nearly all actives have a fitted effect of over 65% in size
Target sequence (P53350 whole entry, looked up, the tested form may be a part): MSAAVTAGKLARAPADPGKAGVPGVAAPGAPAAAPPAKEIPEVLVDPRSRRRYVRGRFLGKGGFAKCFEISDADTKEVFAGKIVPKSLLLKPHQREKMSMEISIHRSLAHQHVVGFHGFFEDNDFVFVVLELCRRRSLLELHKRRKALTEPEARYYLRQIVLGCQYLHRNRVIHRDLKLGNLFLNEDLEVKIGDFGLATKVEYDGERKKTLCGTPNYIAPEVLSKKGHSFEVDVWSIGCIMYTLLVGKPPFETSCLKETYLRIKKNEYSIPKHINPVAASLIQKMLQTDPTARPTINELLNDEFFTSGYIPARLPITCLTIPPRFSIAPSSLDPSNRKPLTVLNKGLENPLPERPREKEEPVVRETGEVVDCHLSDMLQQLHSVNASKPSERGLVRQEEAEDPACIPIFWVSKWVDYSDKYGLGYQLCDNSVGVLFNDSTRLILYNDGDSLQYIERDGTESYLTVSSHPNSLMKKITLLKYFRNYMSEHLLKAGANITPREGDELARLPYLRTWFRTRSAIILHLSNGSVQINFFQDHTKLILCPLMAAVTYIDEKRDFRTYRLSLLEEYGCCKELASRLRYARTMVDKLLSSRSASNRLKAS
Starred values were filed as active, the others as inactive; ? = inconclusive; . = not tested or not shown; [ ] = another dose, or the depositor's remark. Unless noted, calls follow the shape of the dose curve; as a rule, active = well fitted curve in the direction sought with a large enough effect; inconclusive = small, poorly fitted or top-dose-only effect, or another doubt; inactive = no such curve, though single readings can be large; an effect the other way counts as inactive or inconclusive.

SMILES	WRN inhibitor	FUS suppressor	IL-2 act	EPAC1 agonist	EPAC1 antag	Abeta rescue	PI5P4K alpha inh	PLK1 PBD inh
N#Cc1ccccc1S(=O)(=O)N1CCN(CC(O)COc2ccccc2F)CC1 (centres undefined)	-18%	4%	-0.3	-6%	1%	-1%	5	7%
COc1cc(NC(=S)Nc2cccc(C)n2)cc(OC)c1OC	2%	-5%	-3.6	-3%	-2%	-10%	3	-1%
Cc1cc(C)cc(NC(=S)N(CCN(C)C)Cc2cccs2)c1	-4%	-1%	-1.5	6%	-7%	-5%	21	1%
N#Cc1ccc(-c2csc(NNC(=O)c3ccc(Br)cc3)n2)cc1	-36%	9%	1.1	6%	-15%	2%	?	-3%
O=c1sc2ccccc2c(N2CCN(c3ccccc3)CC2)c1[N+](=O)[O-]	3%	-20%	1.3	-4%	5%	5%	-12	-16%
COc1ccc(Cl)cc1NS(=O)(=O)c1cccc(C(=O)N2CC(C)OC(C)C2)c1 (centres undefined)	-22%	.	0.0	1%	5%	-16%	2	0%
O=C(NC1CCCc2ccccc21)c1cc(S(=O)(=O)N2CCOCC2)ccc1F (centres undefined)	3%	-23%	-0.4	-7%	-3%	-23%	1	-6%
COc1ccc(CCC(=O)NCC(=O)OCc2ccccc2)cc1	3%	-21%	-0.5	11%	-28%	-1%	-3	0%
CCOc1ccc(-c2nc(CSCC(=O)NCCN3CCOCC3)c(C)o2)cc1	-7%	-7%	-0.2	0%	-10%	18%	10	-6%
CN(C)S(=O)(=O)c1ccc(N2CCCC2)c(C(=O)OCC(=O)NC2(C#N)CCCCC2)c1	-6%	20%	-5.1	4%	-3%	8%	4	-7%
CCCOc1ccc(C(=O)NCC(c2ccco2)N(C)C)cc1OC (centres undefined)	-4%	.	1.9	5%	14%	4%	5	48%[activator]
CCOc1cccc(N2C(=O)CC(N3CCN(c4ccc(S(=O)(=O)CC)cc4)CC3)C2=O)c1 (centres undefined)	-2%	19%	-2.9	9%	8%	-7%	.	2%
COc1ccc(S(=O)(=O)N2CCC(NC(=O)N3CCOCC3)CC2)cc1	11%	16%	-1.8	-7%	7%	6%	6	4%
COc1cccc(-n2cnc3sc(-c4ccccc4)cc3c2=O)c1	-8%	-38%	-0.7	7%	5%	-2%	0	-7%
O=C(NCc1ccccc1)C(c1ccc(F)cc1)N1CCN(c2ccccc2F)CC1 (centres undefined)	-9%	1%	-0.2	-2%	-25%	20%	4	-3%
O=C(Nc1ccc(N2CCCCC2)c(Cl)c1)c1cccnc1	-7%	41%	-3.1	-4%	5%	11%	4	-3%
COc1cccc(C(C(=O)NC(C)(C)C)N(Cc2ccco2)C(=O)CCC(=O)Nc2cc(C)on2)c1OC (centres undefined)	-8%	29%	0.0	3%	-2%	-7%	2	-14%
Cc1[nH]c2ccccc2c1/C=N/NC(=O)c1cc(-c2ccncc2)nc2ccccc12	-7%	?	-5.4	2%	7%	3%	-3	-2%
O=C1c2ccccc2C(=O)C12OC2c1cccc2ccccc12 (centres undefined)	-10%[57.1 µM]	4%	-1.7	11%	?	-14%	-17	?
C#Cc1ccc(NC(=O)C2(C)CCN2C(=O)C2(c3ccccc3)CCCC2)cc1 (centres undefined)	3%[57.1 µM]	20%	-0.1	-3%	-2%	9%	23	4%
CC1CCN(c2ccc(C(F)(F)F)cc2N)CC1	2%	-9%	-0.4	-2%	-4%	11%	4	-3%
O=C(c1cccc(C(F)(F)F)c1)N1CCC2(CC1)NCCc1[nH]cnc12	-8%	-15%	-0.1	-3%	-1%	4%	4	7%
O=c1cc(O)c2sc(Nc3ccc(F)cc3)nc2[nH]1	-10%	.	-3.1	-3%	1%	-8%	-83*	-11%
Cc1ccc2ccccc2c1C(O)c1ncc(-c2ccc(F)cc2)[nH]1 (centres undefined)	-6%	-13%	-0.5	-4%	6%	22%	-6	-14%
COc1cc(C2/C(=C(\O)c3ccc4c(c3)OCCO4)C(=O)C(=O)N2Cc2ccco2)ccc1O (centres undefined)	-11%	14%	-1.6	3%	?	12%	5	-7%

Whole records, quoted from the list. Order of values: WRN inhibitor, FUS suppressor, IL-2 act, EPAC1 agonist, EPAC1 antag, Abeta rescue, PI5P4K alpha inh, PLK1 PBD inh
`CCCOc1ccc(C(=O)NCC(c2ccco2)N(C)C)cc1OC` (centres undefined) is entered as -4%, ., 1.9, 5%, 14%, 4%, 5, 48%[activator]
`C#Cc1ccc(NC(=O)C2(C)CCN2C(=O)C2(c3ccccc3)CCCC2)cc1` (centres undefined) is entered as 3%[57.1 µM], 20%, -0.1, -3%, -2%, 9%, 23, 4%
`O=c1sc2ccccc2c(N2CCN(c3ccccc3)CC2)c1[N+](=O)[O-]` is entered as 3%, -20%, 1.3, -4%, 5%, 5%, -12, -16%

Remaining list, next part.
SMILES	WRN inhibitor	FUS suppressor	IL-2 act	EPAC1 agonist	EPAC1 antag	Abeta rescue	PI5P4K alpha inh	PLK1 PBD inh
Cc1ccc(SCc2c(C(=O)N/N=C/c3ccncc3)nnn2-c2nonc2N)cc1	0%	-20%	-2.7	16%	7%	-1%	-1	1%
O=C(NCCc1nc2ccccc2[nH]1)/C(=C/c1ccc2c(c1)OCO2)NC(=O)c1ccccc1	-6%	.	-0.1	-6%	11%	6%	19	6%
COc1ccc(-c2csc(N(CCc3ccccc3)C(=O)COc3ccccc3)n2)cc1	-7%	.	-0.6	3%	-5%	16%	6	4%
CCCNC(=O)c1[nH]c(C)c(C(C)=O)c1C	4%	-9%	0.3	-6%	0%	9%	-2	-13%
CC(=O)Nc1ccc(NC(C)=C(C#N)C#N)cc1	-9%	.	-1.7	6%	-4%	1%	-3	-3%
COc1cccc(N(CC(=O)NCCSc2ccccn2)S(C)(=O)=O)c1	14%	-3%	-0.7	-8%	1%	-6%	-9	-2%
COC(CSc1ncnc2c1oc1nc3c(cc12)COC(C)(C)C3)OC	-10%	23%	-0.7	13%	-2%	12%	2	-3%
Cc1cc(-c2nc3ncccc3o2)ccc1NC(=S)NC(=O)c1ccco1	-7%	17%	-1.5	-1%	-10%	6%	2	-9%
O=C(CSc1nc2ccccc2c(=O)[nH]1)Nc1ccccc1C(F)(F)F	3%	-11%	3.8	-2%	-20%	-14%	0	-2%
Cc1cc(-n2c(SCC(=O)NCCC3=CCCCC3)nc3n[nH]c(C)c3c2=N)ccc1Cl	-1%	19%	0.4	-8%	?	0%	-10	-13%
O=C(NC1CCCC1)C(c1ccco1)N(C(=O)c1ccco1)c1ccc(F)cc1 (centres undefined)	-5%	16%	-2.2	5%	2%	13%	-2	34%[activator]
COc1ccc(C)cc1N(C(=O)c1ccco1)C(C(=O)NC1CCCC1)c1cc(OC)c(OC)c(OC)c1 (centres undefined)	-7%	19%	-0.7	4%	7%	8%	1	2%
CS(=O)(=O)N1CCN(c2ccc([N+](=O)[O-])c(NCc3cccnc3)c2)CC1	3%	14%	-2.4	-1%	13%	-5%	3	-10%
CCN1CCC(N2CCN(c3ccccc3OC)CC2)CC1	-25%	-3%	0.3	3%	-6%	-3%	-6	-8%
CCOC(=O)C(Cc1ccccc1)NC(=O)CCC(=O)c1ccc(OC)cc1 (centres undefined)	-1%	-1%	-0.5	9%	4%	-3%	10	-2%
CCCCNc1cnn(-c2ccccc2)c(=O)c1Cl	4%	-23%	-0.8	4%	6%	1%	-6	-1%
Cc1ccc2oc(=O)c3cnn(CC(=O)N(CCC(C)C)Cc4ccco4)c3c2c1	-4%	-12%	-1.1	-14%	-3%	4%	3	-3%
Cc1cc(C)c2nc(SC(C)C(=O)NCC(=O)Nc3ccc(F)c(F)c3F)cc(C)c2c1 (centres undefined)	-1%	7%	-4.2	6%	?	2%	2	?
Cc1c(Cl)cccc1NC(=O)CNC(=O)c1ccco1	-7%	-20%	-0.7	6%	1%	-20%	-2	-7%
CCOc1ccc(CNc2nc3ccccc3n2C)cc1	-1%	-18%	-0.3	-3%	-5%	-24%	-1	-4%
CCOC(=O)c1ccccc1NC(=O)COC(=O)C(CCSC)NC(=O)COc1ccccc1 (centres undefined)	-6%	38%	0.7	3%	-4%	7%	15	3%
Cc1cc(NC(=O)CN2C(=O)/C(=C/c3ccccc3F)SC2=S)no1	-10%	41%	-0.9	5%	-7%	2%	-14	4%
COc1cc(/C(C)=N/NC(=O)c2ccc(CSc3nncn3C)cc2)cc(OC)c1OC	-4%	8%	-0.3	6%	3%	10%	1	3%
Cc1ccc(CNC(=O)C2CCC(=O)N(Cc3ccc(Cl)cc3)C2)cc1F (centres undefined)	-3%	.	3.0	-2%	-2%	-3%	1	0%
COc1ccc2c(c1OC)C(=O)OC2Nc1nc(-c2ccc(-c3ccccc3)cc2)cs1 (centres undefined)	7%	.	3.1	15%	2%	-50%[inhibitor]	13	27µM*

Next results.
SMILES	WRN inhibitor	FUS suppressor	IL-2 act	EPAC1 agonist	EPAC1 antag	Abeta rescue	PI5P4K alpha inh	PLK1 PBD inh
C#CC1CCCCC1NC(=O)Nc1cnccc1C(F)(F)F (centres undefined)	5%	16%	-1.3	-6%	0%	-6%	4	2%
COC(=O)Nc1ccc(OCC(=O)N2CCOCC2)cc1	-4%	.	-2.5	-2%	8%	4%	-6	-2%
CCCN(C(=O)c1cn(CC)c2nc(C)ccc2c1=O)c1c(N)n(Cc2ccccc2)c(=O)[nH]c1=O	-1%	-8%	-0.9	7%	-4%	14%	-10	0%
COc1ccc(OC2CCN(S(=O)(=O)c3ccc(C(C)=O)cc3)CC2)cc1	-6%[57.1 µM]	21%	1.3	5%	4%	17%	-1	2%
COc1cccc(NC(=S)NC2CC3CCCC(C2)N3C2CCCC2)c1 (centres undefined)	10%	-25%	-0.5	-10%	-17%	8%	5	2%
O=[N+]([O-])c1ccc(N2CCNCC2)cc1NCc1cccnc1	-6%	.	-0.2	0%	8%	29%	-8	0%
COc1cc2[nH]c(=S)nc(NC3CCCCCC3)c2cc1OC	?	26%	-4.7	11%	13%	-24%	-26	-28%
CN(C(=O)COC(=O)CNS(=O)(=O)/C=C/c1ccccc1)C1CCS(=O)(=O)C1 (centres undefined)	-8%	21%	-4.8	-12%	6%	-13%	0	-5%
Cc1sc2c(c1C)CN(CCN1CCOCC1)CN2C(=O)c1ccccc1	9%	-5%	0.3	-5%	0%	0%	5	2%
NC(=O)CC(NC(=O)Cc1ccc(Cl)cc1)c1ccc(NC2CCN(Cc3ccccc3)CC2)c([N+](=O)[O-])c1 (centres undefined)	0%	0%	0.1	-6%	?	-9%	2	-1%

Assay outcomes (PubChem BioAssay)

Compounds were not picked by outcome (roughly 4.1% active in at least one column).
